Screening results (PubChem BioAssay)
IL1B NFkB inh: inhibitors of IL-1B driven NFkB p65 nuclear import, primary screen, imaging, HUVEC, IL-1B stimulus, high-content imaging; AID 796, 2007; HUVEC IL-1B NFkB p65 nuclear translocation imaging; hit rate 0.43% among 94,000; inhibition, % at 2 µM;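 active = inhibition above about 30% together with a positive call from visual inspection of the well image, limit read from the data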;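 note: nuclear over cytoplasmic p65 intensity ratio measured by imaging; 0% = IL-1B stimulated DMSO wells and 100% = unstimulated DMSO wells; values of inactives mirror those of a sister screen read the other way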
MRP resist rev: reversal of MRP1-mediated doxorubicin resistance, primary screen, H69AR cells, doxorubicin co-treatment | hit rate 0.04% among 85,000 | H69AR cells + 2 uM doxorubicin, CellTiter-Glo, 72 h | differential viability (reversal), % at 10 µM;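 active = viability drop by adding the cancer drug above about 55%, with treated viability meeting a 40% cutoff, limit read from the data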;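 note: viability without doxorubicin minus viability with 2 µM doxorubicin for each compound; larger differential means the compound sensitizes cells more to doxorubicin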
Bcl-B displacement: displacers of TR3 peptide from Bcl-B, primary screen, selectivity assay for Bfl-1 inhibitor project, biochemical, fluorescence polarization | Bcl-2-like protein 10 (Homo sapiens) | FP displacement of FITC-TR3 peptide from Bcl-B; higher % means a stronger effect | one-dose displacement, % at 20 µM; IC50 in µM for titrated hits | hit rate 0.11% among 96,000 | AID 748, 2007;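 active = displacement above 50% at 20 µM plus a fluorescence interference ratio under 1.5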;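 note: plate controls were wells without compound for no effect and wells lacking Bcl-B protein for full effect; a part of the inactive calls stands beside numbers as strong as those of hits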
NFkB transloc pot: enhancers of NFkB p65 translocation in HUVEC – imaging, IL-1B stimulus, high-content imaging, primary screen; hit rate 0.3% among 94,000; activation, % at 2 µM; HUVEC IL-1B NFkB p65 nuclear translocation imaging;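 active = activation above 40%, about the mean plus 3 SD, also judged a hit on visual image review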;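 note: percent activation is computed from the nuclear over cytoplasmic p65 intensity ratio; values of inactives mirror those of a sister screen read the other way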
PLAP inhibitors HTS: PLAP enzyme inhibitors, biochemical, luminescence, HTS (AID 690); purified PLAP, luminescent substrate; higher % means a stronger effect; inhibition, % at 20 µM; hits with a dose series show IC50 in µM; Alkaline phosphatase, placental type (Homo sapiens); hit rate 0.08% among 96,000; in the data active = a potency from the dose series; inactive = the rest, 99 in 100 with inhibition below about 30%; note: strong numbers were not always called active
MRP resist rev cytotoxicity: recorded beside MRP resist rev, whose call it bears; viability, %; H69AR cells, CellTiter-Glo, 72 h; measured here: cytotoxicity without doxorubicin
MRP resist rev with doxorubicin: recorded beside MRP resist rev, whose call it bears; viability, %; measured here: viability with 2 uM doxorubicin; hits give low values
IL1B NFkB inh cell count 2 µM: further read-out of IL1B NFkB inh, marked with its call; cell count; measured here: cells passing quality filter;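 raw number of nuclei counted in each imaged well without normalization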
NFkB transloc pot cell count 2 µM: further read-out of NFkB transloc pot, marked with its call; cell count; measured here: cells passing quality filter
An asterisk follows results filed as active; · = not tested or not shown. These rows are one share of the data; rates above refer to the full screens.

molecule,IL1B NFkB inh,IL1B NFkB inh cell count 2 µM,MRP resist rev,MRP resist rev cytotoxicity,MRP resist rev with doxorubicin,Bcl-B displacement,NFkB transloc pot,NFkB transloc pot cell count 2 µM,PLAP inhibitors HTS
CCN(CC)C(=O)CN1CCN(c2ncccn2)CC1,-10,126,7,104,97,4%,10,126,2%
C=CCN1CCN(c2ccncc2S(=O)(=O)N2CCOCC2)CC1,-6,154,·,·,·,13%,6,154,-28%
COc1cc(NC(=O)c2ccco2)c(OC)cc1NC(=O)CCC(=O)Nc1cccc(C)c1C,-7,103,-8,84,92,-4%,7,103,-2%
COc1ccc(N(C)S(=O)(=O)c2cccc(C(=O)NC3=NCCS3)c2)cc1,·,·,·,·,·,1%,·,·,-31%
Cc1ccc2[nH]c(SCC(=O)N3CCOCC3)nc2c1C,-2,60,15,94,79,-18%,2,60,-36%
C=CCc1c(C)nc(SCCC)[nH]c1=O,·,·,-13,86,99,24%,·,·,-6%
CCOC(=O)C1=C(c2ccccc2)NC(SCC)=C(C#N)C1c1cccnc1 (configuration not stated),28,146,·,·,·,-8%,-28,146,2%
O=[N+]([O-])c1ccc(Sc2n[nH]c(-c3ccc(Cl)cc3Cl)n2)nc1,12,188,15,86,71,3%,-12,188,11%
Cc1csc(SCC(=O)NC(=O)NCc2ccccc2)n1,-4,121,6,95,89,-10%,4,121,7%
O=C1c2ccccc2C(=O)N1CCC1=CCCCC1,8,185,5,98,94,1%,-8,185,5%
CC(=O)c1ccc(OC(C)C)c(CC(C(N)=O)C(N)=O)c1,-2,147,·,·,·,6%,2,147,6%
COC(=O)C1(S(=O)(=O)c2ccc(C)cc2)CCOCC1,-8,161,·,·,·,3%,8,161,-12%
COc1ccc(C2CC(c3cccc(OC)c3OC)n3nnnc3N2)cc1 (configuration not stated),·,·,12,98,86,4%,·,·,14%
NC(=O)C1CCN(C(=O)CSc2nc3ccccc3o2)CC1,22,169,9,100,91,-3%,-22,169,-1%
Cc1ccc(N/C=C/C(=O)c2sc(-c3ccccc3)nc2C)cc1,-5,107,·,·,·,-14%,5,107,-4%
O=C(CN1C2=NCCN2c2ccccc21)c1ccc(Br)cc1,-4,77,-15,62,76,0%,4,77,-42%
Cc1cc(C(=O)NC(C)c2ccncc2)cs1 (configuration not stated),-1,102,16,97,81,-1%,1,102,-17%
O=[n+]1c2c(n([O-])c3c1CCC3)CCCC2,-1,104,6,97,92,-6%,1,104,5%
Nc1nc(SCc2nc3scc(-c4ccccc4)c3c(=O)[nH]2)n[nH]1,10,156,·,·,·,-56%,-10,156,-230%
O=C(CSc1nnc(CNc2ccc(F)cc2)o1)N1CCCc2ccccc21,·,·,-6,95,101,-3%,·,·,-8%

(continued)
molecule,IL1B NFkB inh,IL1B NFkB inh cell count 2 µM,MRP resist rev,MRP resist rev cytotoxicity,MRP resist rev with doxorubicin,Bcl-B displacement,NFkB transloc pot,NFkB transloc pot cell count 2 µM,PLAP inhibitors HTS
O=C(CN1C(=O)CSc2ccccc21)N1CCc2ccccc21,-14,122,-3,84,87,-1%,14,122,19%
Cn1cccc1Cc1nnc(SCC(=O)Nc2ccc3c(c2)OCCO3)n1-c1ccc(F)cc1,·,·,1,81,80,0%,·,·,-39%
CCOC(=O)C(CC)Sc1nnc2c3cc(C)ccc3n(C)c2n1 (configuration not stated),8,113,-2,74,75,-20%,-8,113,-36%
COc1ccc(N2CN=C3SCC(=O)N3C2)cc1,0,152,-3,71,73,·,0,152,·
O=C(O)C1C2CCC(O2)C1C(=O)NCCC1=CCCCC1 (configuration not stated),12,120,15,60,45,4%,-12,120,-1%
[O-]C1=N/[N+](=C/c2ccccc2Cl)CC1,-18,79,14,98,84,-7%,18,79,1%
O=C(CN1CCN(c2ccccc2F)CC1)c1c[nH]c2ccc(F)cc12,-13,178,-6,60,67,-7%,13,178,10%
CS(=O)(=O)N1N=C(c2ccc3nccnc3c2)CC1c1ccccc1 (configuration not stated),-33,185,·,·,·,-7%,-4,153,-10%
O=C(CSc1nnnn1-c1ccccc1)N1CCc2ccccc21,-2,80,57,99,41,-6%,2,80,19%
N#Cc1cc2cc3c(cc2nc1SCC(=O)OC1CCCCC1)OCO3,-8,225,-10,76,86,-10%,8,225,10%
CC(C)C1N=C2c3ccccc3N=C(SCC(=O)c3ccc(O)c(O)c3)N2C1=O (configuration not stated),2,182,2,98,96,25%,-2,182,3.1µM*
NC(=O)CSc1ncc(-c2ccccc2)[nH]1,-11,167,-3,101,104,3%,11,167,-9%
CCCNC(=O)C1=C(C)C(=O)OC12CCC(C)CC2 (configuration not stated),-12,72,8,94,86,1%,12,72,2%
Cc1ccc(-c2n[nH]c3c2CCC3)cc1,·,·,-2,97,99,-8%,·,·,-61%
CN(C)S(=O)(=O)N1CCN(S(=O)(=O)c2ccc(F)cc2)CC1,-1,73,11,85,74,-9%,1,73,10%
O=c1[nH]c2ccc(S(=O)(=O)N3CCC(Cc4ccccc4)CC3)cc2o1,6,149,15,95,81,-10%,-6,149,4%
COC(=O)c1ccccc1NC(=O)CSCC(=O)Nc1ccccc1OC,2,118,·,·,·,-6%,-1,118,8%
C=CCN1C(=O)C(Cc2ccccc2)S/C1=N/N=C/c1cccs1 (configuration not stated),-7,223,9,90,80,3%,7,223,12%
CC(C)=CCC(C)(C)C1OCCN1C(=O)c1ccccc1 (configuration not stated),-19,197,11,96,85,1%,19,197,-2%
O=C(CSc1nc2ccccc2c(=O)n1-c1ccccc1)N1CCN(CCO)CC1,-4,94,4,79,76,-12%,4,94,-8%

Next section:
molecule,IL1B NFkB inh,IL1B NFkB inh cell count 2 µM,MRP resist rev,MRP resist rev cytotoxicity,MRP resist rev with doxorubicin,Bcl-B displacement,NFkB transloc pot,NFkB transloc pot cell count 2 µM,PLAP inhibitors HTS
CCN(CC)CCNc1nc(-c2ccccc2)c2c(c1C#N)CC(C)(C)OC2,-14,196,-32,54,86,-15%,14,196,-43%
Cc1c(C(=O)O)nn(-c2ccccc2)c(=O)c1C#N,·,·,17,102,84,1%,·,·,0%
CCOc1ccc(Cl)cc1S(=O)(=O)n1cnc2cc(C)c(C)cc21,-23,170,-13,57,70,0%,23,170,-61%
CCCCC(=O)Nc1ccc(C(=O)NN2C(=O)c3ccccc3C2=O)cc1,-11,147,·,·,·,2%,11,147,7%
CC(C)Cn1c2nc3ccccc3nc2c2c(=O)n(CCN3CCOCC3)cnc21,3,196,36,84,48,-6%,-3,196,-62%
OC12CCCCC1C(c1ccc3c(c1)OCO3)N(Cc1ccccc1F)CC2 (configuration not stated),6,145,·,·,·,-41%,-7,145,-58%
C=CCN1/C(=C(\C#N)C2=NS(=O)(=O)c3ccccc32)N(C)c2ccccc21,-12,191,·,·,·,10%,12,191,-23%
Oc1ccc(/C=N/NC(=S)NCC2CCCO2)cc1 (configuration not stated),1,211,·,·,·,-5%,-1,211,20%
N#Cc1c(SCc2ccccc2)nc(N2CCOCC2)c2c1CCCC2,8,67,10,78,68,-7%,-8,67,0%
COc1ccc(NC(=S)NCCCn2ccnc2)cc1,8,114,·,·,·,·,-8,114,·
COC(=O)c1ccccc1NC(=O)c1ccc(COc2ccc3c(c2)CCC3)cc1,-10,175,·,·,·,2%,10,175,7%
Cc1cc2[nH]ncc2cc1NC(=S)NC(=O)c1ccccc1,12,112,·,·,·,-5%,-12,112,22%
c1ccc(OCCSc2nc3ccccc3o2)cc1,·,·,-4,92,95,-4%,·,·,-5%
CCn1c(=NC(=O)CSC(C)=O)sc2cc(OC)ccc21,6,67,·,·,·,·,-6,67,·
CSc1nc2oc3c(c2c2nncn12)CC(C)(C)SC3,-11,199,13,96,83,17%,11,199,1%
Cc1cc(N2CCN(c3ccccc3)CC2)nc(-c2ccccc2O)n1,-5,131,-8,88,97,11%,5,131,-18%
CCOC(=O)C1CCN(C(=O)c2c(-c3c(F)cccc3Cl)noc2C)CC1,5,121,-1,87,88,15%,-5,121,-20%
CC1(c2ccncc2)Nc2ccccc2-c2nc3ccccc3n21 (configuration not stated),1,136,-7,83,90,6%,-1,136,9%
COc1ccc(C2=NOC(CN3C(=O)c4ccccc4S3(=O)=O)C2)cc1 (configuration not stated),-14,138,-1,85,86,-12%,14,138,15%
CCOC(=O)N1CC=C2C(C#N)=C(N)C(C#N)(C#N)[C@H](c3ccc(OC(C)C)c(OCC)c3)[C@H]2C1,16,180,8,37,29,-23%,-16,180,-32%

The list continues:
molecule,IL1B NFkB inh,IL1B NFkB inh cell count 2 µM,MRP resist rev,MRP resist rev cytotoxicity,MRP resist rev with doxorubicin,Bcl-B displacement,NFkB transloc pot,NFkB transloc pot cell count 2 µM,PLAP inhibitors HTS
Cc1ccc(-c2nn(CC(=O)NCC3CCCO3)c(=O)c3ccccc23)cc1 (configuration not stated),-5,142,1,82,81,7%,5,142,-5%
N#C/C(=C1/CCCN1)c1ccccn1,5,139,·,·,·,2%,-5,139,21%
CC(C)C(=O)N(c1ccc2oc(=O)sc2c1)S(=O)(=O)c1ccccc1,-1,172,-10,83,93,6%,1,172,13%
Brc1ccc2ncnc(NCc3ccco3)c2c1,2,90,-5,55,60,-4%,-3,90,20%
COC(=O)C1=C(C)NC(=O)NC1/C=C/c1ccccc1 (configuration not stated),-3,82,18,96,78,-3%,3,82,-4%
O=S(=O)(c1ccc(S(=O)(=O)N2CCN(C3CCCCC3)CC2)cc1)N1CCCCCC1,·,·,17,93,76,-15%,·,·,-11%
CCOC(=O)N1CCN(c2ccc(O)cc2)CC1,2,166,·,·,·,0%,-2,166,16%
C=C(C)c1cccc(C(C)(C)NC(=O)NCCCn2ccnc2)c1,·,·,-6,96,102,1%,·,·,-34%
CCOc1cc2[nH]c(=O)n(CCCCCC(=O)NCc3ccco3)c(=O)c2cc1OCC,17,58,1,95,94,-7%,-17,58,19%
CC(=O)Nc1cc(OC(=O)c2ccco2)cc(OC(=O)c2ccco2)c1,-8,187,-9,92,101,-10%,8,187,-21%
CCCc1cc(=O)n2[nH]c(-c3ccccc3)cc2n1,3,109,-8,92,99,·,-3,109,·
CCN1C(=O)N(C)C(N(O)C(=O)NC)C1(C)C (configuration not stated),-15,176,6,103,97,0%,15,176,23%
COc1cc(-c2nnc(Sc3ccc(C(F)(F)F)cc3[N+](=O)[O-])o2)cc(OC)c1OC,-22,169,1,1,0,-5%,22,169,6%
CCc1ccc(NC(=O)C2CCN(S(C)(=O)=O)CC2)cc1,6,162,1,89,88,-2%,-6,162,10%
Cc1cc(C(=O)O)ccc1N/C=C1\CCCC(C)C1=O (configuration not stated),-13,160,20,98,79,28%,13,160,-8%
O=C(C1CCCN(S(=O)(=O)c2cccs2)C1)N1CCN(C2CCCCC2)CC1 (configuration not stated),-17,164,16,99,83,-8%,17,164,-44%
COc1ccc(CCNC(=O)c2noc3c2CCCC3)cc1OC,·,·,-16,75,91,-6%,·,·,-8%
N#C/C(C(=O)N1CCOCC1)=C1\Nc2ccccc2S1,-3,150,6,97,91,-5%,3,150,8%
c1ccc(CSc2nncn2-c2ccccn2)cc1,9,107,-8,83,91,-4%,-9,107,22%
CCOC(=O)C1CCCN(C(=O)c2sc3nc(-c4ccccc4)cn3c2C)C1 (configuration not stated),-23,127,-6,73,79,-8%,23,127,-45%
CSc1ccccc1NC(=O)CN(Cc1ccccc1)S(C)(=O)=O,-4,160,-1,92,92,-2%,4,160,-1%

Among those listed so far, 2 contain bromine:
molecule,IL1B NFkB inh,IL1B NFkB inh cell count 2 µM,MRP resist rev,MRP resist rev cytotoxicity,MRP resist rev with doxorubicin,Bcl-B displacement,NFkB transloc pot,NFkB transloc pot cell count 2 µM,PLAP inhibitors HTS
O=C(CN1C2=NCCN2c2ccccc21)c1ccc(Br)cc1,-4,77,-15,62,76,0%,4,77,-42%
Brc1ccc2ncnc(NCc3ccco3)c2c1,2,90,-5,55,60,-4%,-3,90,20%
